# UCHL1 inh: blocks human UCHL1 ubiquitin-rhodamine cleavage; P09936; purified UCHL1, Ub-rhodamine cleavage fluorescence; inhibition, % at 20 µM; 47,000 tested, 0.2% active; AID 1645859
# USP10 inh: inhibitors of human USP10 deubiquitinase | Q14694 | purified USP10, Ub-rhodamine fluorescence, 60 min | inhibition, % at 20 µM | 47,000 tested, 1.1% active
# USP7 inh: human USP7 deubiquitinase inhibition; Q93009; purified USP7, Ub-rhodamine cleavage fluorescence; inhibition, % at 20 µM; 47,000 tested, 0.3% active; AID 1645854
# USP30 inh: human USP30 deubiquitinase inhibition | inhibition, % at 25 µM | 47,000 tested, 5.3% active | AID 1645860 | purified USP30, Ub-rhodamine cleavage fluorescence
# OTUD3 inh: blocks human OTUD3 ubiquitin-rhodamine cleavage; Q5T2D3; purified OTUD3, Ub-rhodamine fluorescence, 2 h; inhibition, % at 25 µM; 47,000 tested, 0.7% active; AID 1645858
# USP17 block: blocks human USP17 ubiquitin-rhodamine cleavage | A8MUK1 | purified USP17, Ub-rhodamine cleavage fluorescence, 3 h | inhibition, % at 50 µM | 47,000 tested, 6.5% active | AID 1645855
# USP28 block: blocks human USP28 ubiquitin-rhodamine cleavage; Q96RU2; purified USP28, Ub-rhodamine cleavage fluorescence, 30 min; inhibition, % at 25 µM; 47,000 tested, 3% active
# Target sequence (Q96RU2 whole entry, looked up): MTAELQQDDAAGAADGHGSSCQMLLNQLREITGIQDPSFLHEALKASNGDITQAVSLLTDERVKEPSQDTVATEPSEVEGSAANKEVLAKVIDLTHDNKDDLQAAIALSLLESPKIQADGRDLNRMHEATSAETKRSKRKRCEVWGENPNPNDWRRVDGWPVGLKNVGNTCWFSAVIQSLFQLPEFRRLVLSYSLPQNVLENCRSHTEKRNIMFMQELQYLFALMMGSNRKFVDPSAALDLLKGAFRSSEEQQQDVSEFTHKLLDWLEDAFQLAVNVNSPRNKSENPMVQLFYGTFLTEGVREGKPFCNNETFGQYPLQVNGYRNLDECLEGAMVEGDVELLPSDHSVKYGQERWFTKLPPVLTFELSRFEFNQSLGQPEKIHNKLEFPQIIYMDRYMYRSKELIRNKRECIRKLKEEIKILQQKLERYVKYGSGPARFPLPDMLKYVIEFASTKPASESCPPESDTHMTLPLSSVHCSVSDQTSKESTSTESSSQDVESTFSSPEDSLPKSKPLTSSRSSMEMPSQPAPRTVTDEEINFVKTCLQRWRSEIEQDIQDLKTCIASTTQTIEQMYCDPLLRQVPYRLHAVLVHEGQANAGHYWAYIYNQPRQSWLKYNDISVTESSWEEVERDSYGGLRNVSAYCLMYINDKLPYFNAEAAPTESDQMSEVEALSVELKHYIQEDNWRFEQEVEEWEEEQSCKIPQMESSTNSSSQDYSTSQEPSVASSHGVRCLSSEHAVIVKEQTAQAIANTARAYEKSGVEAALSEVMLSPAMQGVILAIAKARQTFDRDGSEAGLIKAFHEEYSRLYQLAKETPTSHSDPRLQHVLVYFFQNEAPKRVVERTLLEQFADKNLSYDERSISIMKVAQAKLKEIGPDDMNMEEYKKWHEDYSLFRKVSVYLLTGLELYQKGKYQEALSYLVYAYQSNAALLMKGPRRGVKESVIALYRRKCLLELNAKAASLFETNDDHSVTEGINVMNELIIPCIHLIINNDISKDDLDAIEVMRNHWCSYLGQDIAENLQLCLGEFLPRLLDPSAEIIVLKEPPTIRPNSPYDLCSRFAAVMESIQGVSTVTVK
# USP8 inh: human USP8 deubiquitinase inhibition | purified USP8, Ub-rhodamine cleavage fluorescence, 30 min | inhibition, % at 20 µM | 47,000 tested, 4.2% active | P40818 | AID 1645853
# The depositor's hits bear a star; . = not tested or not shown. Rule as the data show it: active = inhibition above about 30%; inactive = the rest.
SMILES,UCHL1 inh,USP10 inh,USP7 inh,USP30 inh,OTUD3 inh,USP17 block,USP28 block,USP8 inh
CC(=O)c1cccc(NC(=O)C(OC(=O)c2cc3ccccc3cc2O)c2ccccc2)c1 (stereo not given),2,21,13,-22,-8,-1,5,-34
O=C(Cn1nc(-c2ccc3c(c2)OCCO3)ccc1=O)Nc1ccc(Oc2ccccc2)cc1,4,12,7,20,0,31*,12,3
COc1cc(O)c2c(c1O)C(=O)c1cc(C)ncc1C2=O,1,0,-4,-35,-17,43*,2,-8
O=c1c(NCCc2ccc(Cl)cc2)nccn1-c1ccc2c(c1)OCCO2,5,1,4,4,3,-11,19,-5
O=C(Nc1nnc(Cc2ccccc2)s1)c1cc(=O)[nH]c2ccccc12,0,2,2,0,-1,5,-8,8
CCOc1ccccc1NC(=O)CCS(=O)(=O)c1ccc2c(c1)SC(C)C(=O)N2 (stereo not given),1,0,-4,12,3,-3,7,0
COc1ccc(C2c3[nH]c4ccccc4c3C[C@@H]3C(=O)N(CCC4=CCCCC4)CC(=O)N23)c(OC)c1 (stereo not given in full),-24,-9,-33,-481,-44,-165,-95,-43
O=C(Cn1cc(N2CCOCC2)c(=O)[nH]c1=O)OCc1ccccc1,0,0,-1,0,-2,-12,-16,1
COc1cc(/C=C(/C(=O)OCC(N)=O)c2ccc(-c3ccccc3)cc2)cc(OC)c1OC,3,-7,-7,-42,-10,-107,-4,3
O=C(CCc1nnc2n(Cc3ccccc3)c(=O)c3ccccc3n12)NCc1ccccn1,3,1,-21,18,12,6,12,7
COc1cccc(CC(=O)Nc2ccc3nc(C)sc3c2)c1,-3,-2,0,-12,-9,-10,0,-16
Cc1cccc(C(=O)NCC(c2ccco2)N2CCCC2)c1 (stereo not given),2,-2,2,-6,9,2,5,2
CC(C)c1ccccc1NC(=O)COC(=O)Cc1c[nH]c2ccccc12,2,-1,0,-1,2,1,7,19
O=C(CCCN1C(=O)C(c2ccccc2)Oc2cccnc21)NCc1cccc(F)c1 (stereo not given),2,2,0,17,16,11,6,11
CC(C)CC(=O)Nc1ccc(-c2nc3ncccc3o2)cc1,-1,1,1,13,8,-3,6,14
COc1ccc(NC(=O)C2C3C=CC4(O3)C2C(=O)N(Cc2ccccc2)C4C(=O)NC2CCCCC2)cc1 (stereo not given),1,0,-60,40*,10,12,0,12
COCCNC(=O)c1nc(-c2cn(Cc3csc(C)n3)cn2)n2ccccc12,-6,-5,-8,-78,-16,-54,-34,-172
Cc1cccc(N(C)C(=O)C(C)n2cnc3onc(C)c3c2=O)c1 (stereo not given),1,0,2,17,17,19,3,16
Cc1ccc(-n2c(-c3ccccc3)cn3c4c(=O)[nH]c(=O)n(C)c4nc23)cc1C,-1,4,3,-44,0,78*,5,0
O=C(NC1CCCCC1)C1CN(S(=O)(=O)c2ccccc2F)CC12CCOCC2 (stereo not given),-3,1,-2,5,0,-1,-3,-2
Cc1ccc(CNC(=O)Cn2c(=O)n(CCCC(=O)NCc3ccc(F)cc3)c(=O)c3ccccc32)cc1,4,44*,21,18,24,33*,13,43*
CCOC(=O)N1CCN(C(=O)c2cc(-c3ccccn3)nc3ccccc23)CC1,-1,-1,1,.,0,-1,.,1
COc1ccccc1C1CNCCN1Cc1cnc(N(C)C)nc1 (stereo not given),-1,-2,3,-8,-9,-21,-3,-25
COc1ccc(S(=O)(=O)Nc2cccc(C(=O)Nc3cccc4nsnc34)c2)cc1,4,11,5,-16,0,3,6,23
O=S1(=O)CCC(n2nccc2-c2ccccc2)C1 (stereo not given),4,0,5,12,8,10,4,16
O=C(Cc1cccnc1)Nc1ccc(N2CCN(C3CCCC3)C2=O)nc1,-4,-3,-8,-101,-20,3,-19,37*
O=C(NCCc1ccccc1)C1CC(=O)N(c2ccc3c(c2)OCCO3)C1 (stereo not given),-2,-2,0,-8,0,10,0,10
Cc1ccccc1S(=O)(=O)N1CCC2(CC1)NCCN=C2NC1CCCC1,3,-4,8,6,10,3,2,13
Cc1ocnc1C(=O)N[C@@H]1C[C@@H](Oc2cccc(F)c2)[C@H](O)[C@H]1O,-1,-1,5,2,13,5,3,4
CC(C)CCn1c(=O)c2ccccc2n2c(CCC(=O)N3CCN(c4ccccn4)CC3)nnc12,-1,-1,-27,13,0,-5,0,-9
Cc1ccccc1NC(=O)C(=O)NC1CC(C)(C)NC(C)(C)C1,-1,0,-12,-18,0,-3,-3,7
CN1C(=O)Cc2cc(S(=O)(=O)CCC(=O)N3CCc4ccccc43)ccc21,2,2,4,23,2,24,7,18
CCCN1CCc2c(sc(NC(=O)CSc3ccccc3)c2C(N)=O)C1,-4,-8,-5,23,5,16,-4,-27
COCc1ccc(O)c2ncccc12,3,0,4,15,14,-82,3,6
CCc1ccc(NC(=O)CSc2nc3nccnc3c(=O)n2Cc2ccc(F)cc2)cc1,4,21,7,-1,0,7,-9,44*
CCn1c(CNS(=O)(=O)c2ccc(Br)cc2)nnc1SCc1cccc(F)c1,1,8,-52,0,0,-6,0,-11
COc1ccc(-n2nnc(C(=O)Nc3cccc(F)c3)c2C)cc1,5,7,8,27,13,48*,18,0
CC(NC(=O)[C@H](C)NC(=O)N1CCn2c1nc1ccccc12)c1ccccc1 (stereo not given in full),0,-4,-2,0,-6,-5,-9,-2
c1ccc(Cn2nnc3c(N4CCCCC4)ncnc32)cc1,2,1,-13,3,3,-2,11,4
Cn1c(=O)c(C(=O)Nc2cccc(F)c2)cc2cccnc21,-5,0,-1,-11,-3,0,-5,5
O=C(c1ccccc1)N1CCCC(c2nccnc2-c2ncc[nH]2)C1 (stereo not given),-3,-4,-6,-63,-17,-19,-14,-1
Cc1cc(=O)[nH]c(SCC(=O)c2cc(C)n(CCC3=CCCCC3)c2C)c1C#N,5,45*,5,-271,-36,47*,-58,49*
O=S(=O)(Nc1ccc(Oc2ccccc2)cc1)c1ccccc1,11,23,-9,64*,24,70*,60*,34*
O=C(NCc1ccccc1)C1CCN(C2=NS(=O)(=O)c3ccccc32)CC1,2,1,6,.,10,14,.,4
O=C(Nc1ccccn1)C1CC(=O)N(c2ccc(Cl)cc2)C1 (stereo not given),-1,0,-1,10,6,5,0,6
COCCNC(=O)N1CCCC(c2cc(-c3ccc(F)cc3)n[nH]2)C1 (stereo not given),1,1,-7,-16,-6,.,-7,-19
Clc1ccc(-c2cc3n(c2)CCc2cc4c(cc2-3)OCO4)cc1,-8,-8,-11,-154,0,30,0,70*
O=C(NCc1cccnc1)c1cnn(-c2ccccc2)c1-n1cccc1,-4,-2,-3,-4,0,-3,-8,0
COCCN1C[C@H]2COc3cc(OC)ccc3[C@H]2N(C(=O)c2ccc(F)cc2)CCC1=O,-2,2,4,11,4,1,8,5
CCN1CCn2c(C)cnc2C12CCN(C(=O)c1ccc(OC)cc1)CC2,0,2,4,-2,-4,1,-11,-31
Cc1nc(-c2csc(S(=O)(=O)Nc3ccccc3Cl)c2)no1,-2,3,0,-1,0,5,-4,-3
Cc1ccc(C(=O)CN2C(=O)c3ccccc3OC(C(C)C)C2=O)cc1 (stereo not given),-2,1,8,4,0,3,-3,9
CNC(=O)[C@@]12CCC3(CCN(C(=O)c4cccnc4)CC3)[C@@H]1CN(C(C)=O)C2,-1,-3,0,-16,-1,-17,0,-90
CCC(C(=O)Nc1c2c(nn1-c1ccc(C)cc1C)CS(=O)(=O)C2)c1ccccc1 (stereo not given),4,1,-4,24,15,18,8,4
O=C(NC1CCN(c2ccccc2)C1=O)c1ccc2c(c1)OCO2 (stereo not given),0,-2,2,-5,-1,-16,0,-86
O=C(COC(=O)C1CCN(S(=O)(=O)c2c(Cl)cccc2Cl)CC1)Nc1ccc2c(c1)CCC2,2,7,9,12,0,1,15,0
Cc1noc(C)c1C1CCCN1C(=O)c1c(-c2ccccc2Cl)noc1C (stereo not given),-2,0,0,9,0,5,-4,3
COc1ccc(-c2noc(-c3ccc(N4CCCCC4)nn3)n2)cc1,1,0,8,-9,0,3,-5,0
CC(C)NC(=O)c1cn(-c2ncccc2-c2nc(C(C)(C)C)no2)cn1,-1,1,1,13,2,0,4,10
CN(C)c1ncccc1CN1CCOC(c2c(C(N)=O)sc3ccccc23)C1 (stereo not given),2,1,3,8,4,2,-2,12
# (list continues)
SMILES,UCHL1 inh,USP10 inh,USP7 inh,USP30 inh,OTUD3 inh,USP17 block,USP28 block,USP8 inh
O=C(O)c1ccccc1C(=O)Nc1ccc(S(=O)(=O)N2CCOCC2)cc1,4,3,8,21,16,18,18,16
Cc1ccc(N=C2C(=O)N(Cc3ccccc3)c3ccccc32)cc1S(=O)(=O)N1CCOCC1,-1,8,-14,-2,-6,-1,4,5
COCCN1C(=O)c2ccccc2C(C(=O)NCc2ccc(OC)cc2)C12CCCCC2 (stereo not given),-2,-2,-1,3,0,-5,-4,-9
COCc1cc(C)nc2sc3c(c12)NC(c1ccc(NC(C)=O)cc1)N(Cc1ccccc1)C3=O (stereo not given),5,-5,0,72*,4,53*,6,19
Cc1cccc(-c2cc3nccc(C4CCCNC4)n3n2)c1 (stereo not given),0,0,-35,6,1,-6,13,-9
O=C(Nc1ccc(F)cc1)C1CCCN(C(=O)c2cc(-c3ccncc3)n[nH]2)C1 (stereo not given),-1,1,0,11,5,3,1,12
CCC(C(=O)N1CCc2nc(NC)n(-c3ccccc3)c(=O)c2C1)c1ccccc1 (stereo not given),-2,-3,0,0,0,-6,-5,-6
O=c1ccc(S(=O)(=O)N2CCCCC2)cn1Cc1ccccc1,1,-3,-2,27,7,12,17,11
O=C(Cc1cccc2ccccc12)Nc1nc2ccc(Br)cc2s1,-1,0,-38,-5,-6,-21,11,-88
Cc1cccc(NS(=O)(=O)c2c(C)[nH]c(C)c2C(=O)N2CCCC2)c1,2,3,-66,22,9,11,7,19
O=C(CCCn1c(=O)c2ccccc2n(Cc2cc(=O)n3ccccc3n2)c1=O)NCc1ccco1,0,-3,-5,-4,1,-2,-1,-19
Cc1ccc2c(=O)c(C(=O)N3CCCCC3)cn(CC(N)=O)c2n1,-3,1,-1,0,1,1,-1,4
OCCN1CCN(CCc2c3c(cc4c2CCC4)CCC3)CC1,3,-2,0,0,-4,-7,3,-4
COC(=O)c1cc2c(ccn2C)n1Cc1ccccc1OC,-5,-5,-3,-207,-46,19,-27,70*
OCCSc1nnc(-c2cc3ccccc3[nH]2)n1-c1ccccc1,1,4,4,18,7,2,11,17
O=C(NC(Cc1ccccc1)c1nc2ccccc2[nH]1)c1nc(Cl)ccc1Cl (stereo not given),-3,-3,4,-58,-11,23,24,-6
NC(=O)CCC(=O)N1CCC2(CC1)OC(=O)N(Cc1ccccc1)c1ccccc12,0,0,-62,12,7,2,4,4
O=C(CCc1nnc2n(Cc3ccccc3Cl)c(=O)c3ccccc3n12)NCc1ccccn1,0,-5,-19,65*,13,45*,36*,-7
CCOCCCN(C(=O)C1COc2ccccc2O1)C(C(=O)NC1CCCCC1)c1ccccc1 (stereo not given),1,0,2,13,17,9,-76,11

# Twelve entries from above, ordered by heavy-atom count, low to high.
SMILES,UCHL1 inh,USP10 inh,USP7 inh,USP30 inh,OTUD3 inh,USP17 block,USP28 block,USP8 inh
COC(=O)c1cc2c(ccn2C)n1Cc1ccccc1OC,-5,-5,-3,-207,-46,19,-27,70*
O=c1ccc(S(=O)(=O)N2CCCCC2)cn1Cc1ccccc1,1,-3,-2,27,7,12,17,11
Cc1ccc2c(=O)c(C(=O)N3CCCCC3)cn(CC(N)=O)c2n1,-3,1,-1,0,1,1,-1,4
Cc1cccc(NS(=O)(=O)c2c(C)[nH]c(C)c2C(=O)N2CCCC2)c1,2,3,-66,22,9,11,7,19
O=C(O)c1ccccc1C(=O)Nc1ccc(S(=O)(=O)N2CCOCC2)cc1,4,3,8,21,16,18,18,16
O=C(NC(Cc1ccccc1)c1nc2ccccc2[nH]1)c1nc(Cl)ccc1Cl (stereo not given),-3,-3,4,-58,-11,23,24,-6
O=C(Nc1ccc(F)cc1)C1CCCN(C(=O)c2cc(-c3ccncc3)n[nH]2)C1 (stereo not given),-1,1,0,11,5,3,1,12
NC(=O)CCC(=O)N1CCC2(CC1)OC(=O)N(Cc1ccccc1)c1ccccc12,0,0,-62,12,7,2,4,4
COCCN1C(=O)c2ccccc2C(C(=O)NCc2ccc(OC)cc2)C12CCCCC2 (stereo not given),-2,-2,-1,3,0,-5,-4,-9
O=C(CCc1nnc2n(Cc3ccccc3Cl)c(=O)c3ccccc3n12)NCc1ccccn1,0,-5,-19,65*,13,45*,36*,-7
CCOCCCN(C(=O)C1COc2ccccc2O1)C(C(=O)NC1CCCCC1)c1ccccc1 (stereo not given),1,0,2,13,17,9,-76,11
O=C(CCCn1c(=O)c2ccccc2n(Cc2cc(=O)n3ccccc3n2)c1=O)NCc1ccco1,0,-3,-5,-4,1,-2,-1,-19

# Screening data from PubChem.

# Compounds were not picked by outcome; 13% or so of the library scored in one or more.
